CYP2C19 act – cytochrome P450 2C19 (human) activation. recombinant CYP2C19, luciferin-H EGE luminescence; stronger effect = higher value; 0 = fully inhibited enzyme, 1 = untreated enzyme. activation factor at 5 µM. 96,000 tested, under 10 active. P33261;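 active = activation factor of at least 2 at 5 µM in the primary screen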;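 note: 0 = wells with 2.5 mM tranylcypromine and 1 = vehicle-only wells; values of inactives mirror those of a sister screen read the other way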
hDAT+cocaine – changed human dopamine transporter uptake under cocaine IC80 | Q01959 | LLC-PK1 hDAT cells, [14C]-dopamine uptake with cocaine IC80; actives deviate in either direction | B-score at 10 µM | 110,000 tested, 1.3% active | AID 449768;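 active = Z score or B-score, a plate-position-corrected score, falls beyond the plate's 99.7% confidence bounds, in either direction; inactive = both scores lie inside the 99.7% bounds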;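 note: scored against the spread of the other compound wells on the same plate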
PostGolgi ctrl – inhibits growth of the yeast control strain; efflux-deficient yeast background strain, growth absorbance A615, 16 h; inhibition, % at 10 µM; 98,000 tested, 5% active; AID 738
CYP2C19 inh – blocks human cytochrome P450 2C19 | CYP2C19 Supersomes, luciferin-H EGE luminescence, 30 min | inhibition, % at 5 µM | 96,000 tested, 21% active;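 active = CYP2C19 inhibition above a set limit at 5 µM in the primary screen, cut at about 50% in these data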;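 note: plate controls were negative control wells for no effect and 2.5 mM tranylcypromine positive control for full effect; values of inactives mirror those of a sister screen read the other way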
sEH inh – inhibitors of human soluble epoxide hydrolase; recombinant human sEH enzymatic activity assay; inhibition, % at 2 µM; 91,000 tested, 0.34% active; AID 707; in the data active = inhibition above about 80%; note: values of inactives mirror those of a sister screen read the other way; many of its hits are not listed in these tables
Target sequence (P34913 whole entry, looked up): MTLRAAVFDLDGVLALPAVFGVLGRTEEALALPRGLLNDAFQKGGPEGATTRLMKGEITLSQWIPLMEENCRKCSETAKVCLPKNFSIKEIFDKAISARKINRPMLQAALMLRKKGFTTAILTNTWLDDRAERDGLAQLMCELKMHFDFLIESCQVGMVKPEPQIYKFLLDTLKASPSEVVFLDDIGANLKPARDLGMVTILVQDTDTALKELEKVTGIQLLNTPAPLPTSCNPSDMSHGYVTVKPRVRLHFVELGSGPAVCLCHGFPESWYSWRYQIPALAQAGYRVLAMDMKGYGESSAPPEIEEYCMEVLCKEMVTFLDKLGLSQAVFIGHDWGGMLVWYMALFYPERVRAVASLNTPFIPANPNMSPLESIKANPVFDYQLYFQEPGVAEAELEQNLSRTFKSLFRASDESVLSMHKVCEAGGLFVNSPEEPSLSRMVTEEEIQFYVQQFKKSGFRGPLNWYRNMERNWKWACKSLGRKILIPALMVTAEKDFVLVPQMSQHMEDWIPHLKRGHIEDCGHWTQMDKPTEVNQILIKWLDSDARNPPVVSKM
sEH act – increases human soluble epoxide hydrolase activity; P34913; purified human sEH enzymatic activity, activator screen; activation, % at 2 µM; 91,000 tested, 0.04% active; AID 717; in the data active = activation above about 37%; note: values of inactives mirror those of a sister screen read the other way
PostGolgi yeast – growth inhibition of a yeast mutant, post-Golgi transport screen. post-Golgi transport phenotypic cell assay. inhibition, % at 10 µM. 98,000 tested, 0.9% active;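 note: yeast cells grown in 1536-well plates; yeast grown about 18 h at 30C before absorbance read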
S1P2 blocker – antagonists of human S1P2 receptor; inhibition, % at 5 µM; 97,000 tested, 0.21% active; O95136; cell-based S1P2 antagonist assay, inhibition at 5 uM; in the data active = inhibition above about 45%;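 note: CRE beta-lactamase reporter cells expressing human S1P2 stimulated with S1P; 0% = agonist at EC80 alone and 100% = agonist plus reference antagonist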
Target sequence (O95136 whole entry, looked up): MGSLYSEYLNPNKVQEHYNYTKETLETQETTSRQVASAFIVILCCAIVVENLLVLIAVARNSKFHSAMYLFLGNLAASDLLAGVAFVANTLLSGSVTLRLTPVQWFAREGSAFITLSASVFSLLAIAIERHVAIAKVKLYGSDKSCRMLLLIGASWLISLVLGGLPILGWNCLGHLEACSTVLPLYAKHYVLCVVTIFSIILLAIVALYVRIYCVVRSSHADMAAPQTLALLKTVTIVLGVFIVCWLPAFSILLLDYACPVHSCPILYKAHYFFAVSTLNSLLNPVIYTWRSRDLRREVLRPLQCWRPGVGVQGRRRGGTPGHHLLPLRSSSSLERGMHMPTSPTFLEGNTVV
S1P2 agonist – agonists of human S1P2 receptor. S1P2-expressing cell line, agonist reporter read-out. AID 729. 97,000 tested, 0.46% active. activation, % at 4.5 µM; in the data active = activation above about 16%;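 note: 0% = vehicle low control and 100% = maximal reference agonist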
* hit, by the source's call; . = no result given. Cut-off read from the data, not from the text of the source, unless noted: active = inhibition above about 30%; inactive = the rest.

SMILES	CYP2C19 act	hDAT+cocaine	PostGolgi ctrl	CYP2C19 inh	sEH inh	sEH act	PostGolgi yeast	S1P2 blocker	S1P2 agonist
O/N=C(\c1ccc(Cl)cc1)c1cc2ccccc2o1	0.9	.	34*	15	4	-6	15	-12	-7
COC(=O)Cn1c(CN2CCc3ccccc3C2)nc2c1c(=O)n(C)c(=O)n2C	1.1	-0.81	14	-7	7	-3	-7	.	.
CCOCCCNS(=O)(=O)c1ccc2c(c1)CCN2C(=O)CC	0.8	0.79	2	23	0	2	2	-15	0
COc1cc(CO)ccc1Oc1nnnn1-c1ccc(C(N)=O)cc1	0.7	-0.17	24	30	2	-5	7	4	-3
CCOC(=O)c1nnc2cc(-c3ccccc3)nn2c1C	0.8	0.0094	1	24	10	-10	-2	-5	-3
Cc1nn(-c2ccccc2)c(C)c1NC(=O)COc1ccc2ccccc2c1	0.3	-0.018	2	74*	-11	9	-9	-13	-4
CC(C)N1C(=O)CN(C2CCCCCC2)C(=O)C1c1ccccc1F (centres undefined)	0.9	0.19	-2	14	18	-20	7	9	-2
Cc1ccc(-n2c(=O)cc(N3CCc4ccccc4C3)[nH]c2=O)cc1	.	-0.63	.	.	14	-12	.	3	-4
CCC(C)(C)n1nnnc1C(c1cc2cc(OC)ccc2[nH]c1=O)N1CCc2ccccc21 (centres undefined)	0.4	0.45	7	63*	9	-8	-10	-20	-2
Cc1ccc(C(=O)CSc2nnc(-c3ccccc3N)n2C)cc1	0.7	0.82	24	27	-12	11	-2	9	-5
C=CCN(CC=C)S(=O)(=O)c1ncn[nH]1	0.9	-0.37	20	9	-10	7	2	-152	-5
CCOc1ccc(N=C(NC#N)SCC)cc1	.	-0.31	.	.	-23	22	.	25	-2
CCOc1ccc(CCNC(=O)c2oc3c(c2C)-c2[nH]ncc2CC3)cc1OCC	1	1.8	19	3	.	.	-13	.	.
Cc1ccc(S(=O)(=O)NC(CC(N)=O)C(=O)O)cc1 (centres undefined)	1.1	-0.11	1	-14	7	-4	0	-3	-9
COc1ccc(C(CC(=O)O)NS(=O)(=O)c2ccc(C)cc2)cc1OC (centres undefined)	1	0.64	-1	-3	6	-9	4	-4	-4
Cc1ccc(C)c(Cc2c(C)nc3c(C(=O)NCc4ccc5c(c4)OCO5)cnn3c2C)c1	0.6	.	57*	43	9	-12	4	7	-2
COc1ccc(NS(=O)(=O)c2ccc(N)c(C(=O)O)c2)cc1	0.9	-0.86	-2	7	0	-1	25	11	-2
CN1CCN(CCCNC(=O)Nc2cccc3ccccc23)CC1	1.1	.	0	-12	19	-20	-14	12	-10
CCCCCOc1ccc(C(=O)NCC2(c3ccccc3)CCOCC2)cc1	0.7	0.22	5	28	25	-24	-3	-12	-4
Cc1ccc(CCNC(=O)CS(=O)Cc2nc(-c3cccc(C)c3)oc2C)cc1 (centres undefined)	0.4	-0.092	10	64*	.	.	1	0	-3

Some of the entries so far, as a markdown table:
| smiles | CYP2C19 act | hDAT+cocaine | PostGolgi ctrl | CYP2C19 inh | sEH inh | sEH act | PostGolgi yeast | S1P2 blocker | S1P2 agonist |
| --- | --- | --- | --- | --- | --- | --- | --- | --- | --- |
| C=CCN(CC=C)S(=O)(=O)c1ncn[nH]1 | 0.9 | -0.37 | 20 | 9 | -10 | 7 | 2 | -152 | -5 |
| CCOc1ccc(N=C(NC#N)SCC)cc1 | . | -0.31 | . | . | -23 | 22 | . | 25 | -2 |

Next results follow:
SMILES	CYP2C19 act	hDAT+cocaine	PostGolgi ctrl	CYP2C19 inh	sEH inh	sEH act	PostGolgi yeast	S1P2 blocker	S1P2 agonist
COC(=O)C1=C(C)Nc2nc(-c3ccccc3)nn2C1c1ccc(C)o1 (centres undefined)	0.3	0.67	22	66*	-14	12	10	23	-2
COc1cc(NC(=O)c2ccc(COc3ccccc3Br)o2)cc(OC)c1OC	0.7	2.3	19	31	-8	9	1	-12	-5
COc1ccccc1C(=O)OCC(=O)Nc1ccc(OC(F)F)cc1	0.5	0.97	3	53*	18	-20	-3	-4	-7
Cn1c(=O)c(C(=O)Nc2ncccc2O)c(O)c2ccccc21	1	2.2*	3	-5	.	.	-1	.	.
O=C(O)C1CC=CCC1C(=O)Nc1ccc(F)c(F)c1 (centres undefined)	1.1	-1.1	3	-13	-2	1	5	7	-3
Cn1c(C(=O)N2CCCC(C(=O)NCc3cccs3)C2)cc2sccc21 (centres undefined)	0.8	1.1	12	25	10	-9	24	15	-4
CC(=O)Cn1c(N2CCC(Cc3ccccc3)CC2)nc2c1c(=O)[nH]c(=O)n2C	0.5	-0.099	10	50*	.	.	-2	36	-6
O=S(=O)(c1ccc2ccccc2c1)N(CC(O)COCc1ccco1)c1ccccc1 (centres undefined)	0.9	0.31	31*	12	-9	11	20	2	1
CCCNC(=O)CN1C(=O)NC2(CCCc3cc(OC)ccc32)C1=O (centres undefined)	1	0.36	-6	3	3	0	-2	-2	-2
O=C(C1CC1)N(Cc1ccco1)c1nc(-c2ccccc2)cs1	0.8	-0.52	29	22	13	-11	-8	-12	-9
CCN(Cc1ccccc1)S(=O)(=O)c1ccc(S(=O)(=O)N(Cc2cccc(OC)c2)CC2CCCO2)cc1 (centres undefined)	0.8	-0.012	-2	15	3	-5	1	4	-4
CC(CN1CCOCC1)OC(=O)c1ccccc1Br (centres undefined)	0.2	0.36	-1	76*	.	.	12	1	-4
CCCCCOC(=O)Cn1c(=O)c2c(nc(N3CCOCC3)n2C)n(C)c1=O	1	2.1	2	-4	7	-10	3	-6	-2
CC(=O)N1CCc2cc(Br)cc(S(=O)(=O)NCC3CCCO3)c21 (centres undefined)	0.8	0.07	2	24	3	-5	3	2	-5
O=C(NCCCn1ccnc1)c1cccc(S(=O)(=O)Nc2ccccc2F)c1	0.4	0.0079	-11	61*	10	-9	1	1	-11
COc1ccc(-c2nnc3n2N=C(C)CS3)cc1	0.9	1.5	29	13	0	-1	3	-23	0
Cc1cc(C)c(C#N)c(SCCS(=O)(=O)Cc2ccc(Cl)cc2)n1	0.6	-0.29	7	36	14	-14	5	-17	-10
CCOC(=O)CN1C(=O)c2ccccc2C1=O	1.2	2.1	-3	-18	-5	8	0	-16	-1
CN1C=CC2=C(C#N)C(N)C(C#N)(C#N)[C@H](c3ccccc3)[C@H]2C1 (some centres undefined)	.	-0.11	.	.	-18	17	.	-8	3
CS(=O)(=O)Nc1ccc(C(=O)NCc2cccnc2)cc1	1.1	2.1	31*	-9	-4	8	0	17	-7
CCCCS(=O)(=O)NC1=NCN(Cc2ccco2)CN1	1	-1.3	0	3	3	-4	1	-6	-3
CCSc1nnc(NC(=O)CSc2nnc(Cc3cccn3C)n2-c2ccc(F)cc2)s1	1.1	.	-9	-10	.	.	2	23	-3
CCOc1cccc(/C(O)=C2/C(=O)C(=O)N(CCOC)C2c2ccco2)c1 (centres undefined)	1.1	0.031	7	-6	-6	5	5	-12	-4
CCOc1c2ccc(C(=O)N[C@H](C)C3CCCCC3)cc2nn1CC	0.9	0.6	-3	9	8	-5	-4	4	-8
CCOc1ccc(C2=Nn3c(nnc3-c3ccc(OC)cc3)SC2)cc1	1	0.52	19	-1	-6	6	2	-19	-5
CCN(CC)C(=O)COc1cc(C)c(Cl)c(C)c1	.	1	.	.	1	-2	.	-5	0
COc1ccccc1N1CCN(c2cc(N3CCCC3)nc(C)n2)CC1	.	0.53	7	.	-6	9	5	13	-7
O=C(NC1CCCC1)C1CCCN1C(=O)Nc1ccccc1 (centres undefined)	0.9	-0.011	-4	6	-1	0	12	-9	-3
O=C(COC(=O)c1cccnc1Nc1cccc(C(F)(F)F)c1)NCCN1C(=O)CSC1=O	0.4	3.5*	13	63*	1	2	-3	4	-3
COC(=O)C1=C(C)N(c2ccc(OC)c(OC)c2)C(=O)C1	0.8	0.098	4	18	.	.	-1	.	.
C=CCOC(=O)CC(NC(=O)c1ccccc1)c1ccccc1 (centres undefined)	0	0.79	6	96*	-1	1	5	12	-9
CCOC(=O)Cn1nnnc1C(CC)N(Cc1cccs1)Cc1cc2cc(C)ccc2[nH]c1=O (centres undefined)	0.1	-0.25	16	95*	8	-8	-2	6	-14
Cc1noc(C)c1CSc1ccc2ccccc2n1	.	-0.36	.	.	5	-6	.	-9	-7
CCCS(=O)(=O)N1CCCC(C(=O)NC2CCCC(C)C2C)C1 (centres undefined)	0.4	-0.091	-6	56*	48	-47	5	-1	0
Cc1cc(C)c(NC(=O)NC(=O)c2ccc(F)cc2)c(C)n1	0.9	1.1	-1	6	4	-4	3	-2	-4
NNC(=O)Cc1cn(-c2ncc(C(F)(F)F)cc2Cl)c2ccccc12	0.6	-0.61	-1	45	2	-4	-9	4	-3
CN(CC(=O)Nn1cnnc1)S(=O)(=O)c1ccccc1	0.3	0.59	6	73*	3	-1	8	3	-3
Cc1cc(C)n(-c2nc3ccccc3c(=O)n2OCC(N)=O)n1	0.9	-1.6	13	9	5	-5	4	-13	-1
O=C(COC(=O)c1ccncc1)NCc1ccccc1	0.1	-0.018	8	85*	-14	14	5	-7	-2
CCOC(=O)c1sc2ncn(/N=C/N(C)C)c(=O)c2c1C	1.1	0.2	2	-9	1	-2	7	2	-2

4 compounds from above, limited to sEH act, hDAT+cocaine and S1P2 agonist:
| SMILES | sEH act | hDAT+cocaine | S1P2 agonist |
| --- | --- | --- | --- |
| CCCCS(=O)(=O)NC1=NCN(Cc2ccco2)CN1 | -4 | -1.3 | -3 |
| CCSc1nnc(NC(=O)CSc2nnc(Cc3cccn3C)n2-c2ccc(F)cc2)s1 | . | . | -3 |
| CCOc1cccc(/C(O)=C2/C(=O)C(=O)N(CCOC)C2c2ccco2)c1 (centres undefined) | 5 | 0.031 | -4 |
| CCOc1c2ccc(C(=O)N[C@H](C)C3CCCCC3)cc2nn1CC | -5 | 0.6 | -8 |

The list goes on.
SMILES	CYP2C19 act	hDAT+cocaine	PostGolgi ctrl	CYP2C19 inh	sEH inh	sEH act	PostGolgi yeast	S1P2 blocker	S1P2 agonist
CCOc1cc(CNCCc2ccc(S(N)(=O)=O)cc2)ccc1OCc1ccccc1	0.7	-0.35	25	30	-21	22	9	44	-5
O=C(CCN1C(=O)C2CC=C(Cl)CC2C1=O)NCc1ccccc1 (centres undefined)	.	0.75	.	.	15	-12	.	5	-7
COc1ccc(NC(=O)c2c(Cl)n(C)c3ccccc23)cc1	0.9	-0.19	14	13	-2	1	-7	2	-4
O=C1CC(=C(c2ccccc2)c2ccccc2)C(=O)N1CCN1CCN(c2cccc(Cl)c2)CC1	0.9	-0.24	24	12	0	1	5	12	-2
CCc1cccc(CC)c1NC(=O)c1cccc(N)c1	1	-1.7	9	-1	-8	9	16	-15	-2
O=c1c2ccccc2c(-c2ccc(F)cc2)nn1-c1ccc(C(F)(F)F)cc1	0.7	0.13	23	31	3	-5	2	8	-6
COC(=O)c1c(C(=O)OC)c(-c2ccccc2)n2c1CCC2	0.9	-0.46	9	12	1	2	4	5	-3
Cc1ccc(S(=O)(=O)/N=C(/Nc2c(C)n(C)n(-c3ccccc3)c2=O)c2ccc(Cl)cc2)cc1	0.7	5.6*	7	31	-9	10	6	16	-4
COc1ccc(N2CCN(Cc3nc(-c4ccc(Cl)cc4Cl)no3)CC2)cc1	.	0.32	.	.	-8	13	.	-14	-3
COc1ccccc1N1CCN(S(=O)(=O)c2cn(C)c(=O)n(C)c2=O)CC1	1	.	3	1	-1	0	0	-18	-5
O=C(CCc1ccc(S(=O)(=O)NCCc2ccccc2)cc1)NCc1ccc2c(c1)OCO2	0.2	-1.7	13	82*	60	-60	-3	7	-2
CCCCNC(=O)CC(C(=O)N1CCc2ccccc21)n1ccnc1 (centres undefined)	0.3	-1.4	7	74*	5	-5	-3	14	0
Cc1c(=O)n(OCc2cccc(F)c2)c2ccccc2[n+]1[O-]	0.8	0.37	8	20	0	2	-3	4	-8
COc1ccc(CCNC(=O)c2nnn(-c3cccc(C)c3)c2N)cc1OC	0.9	1.5	3	8	0	2	4	-13	3
O=C1c2ccccc2C(=O)C12OC(c1ccccc1)C1(C(=O)c3ccccc3C1=O)C2c1cccc([N+](=O)[O-])c1 (centres undefined)	.	-0.017	.	.	11	-11	.	-16	-2
N#Cc1c(N)n(CCCN2CCOCC2)c2nc3ccccc3nc12	0.1	-0.85	2	89*	-16	15	9	13	0
CC(=O)N1N=C(c2ccncc2)OC12CCCC2	0.5	-0.77	1	48	1	-3	0	-2	-5

Screening data deposited in PubChem BioAssay by several laboratories.
